TAG inh – inhibitors of triacylglycerol accumulation, primary screen, cell-based, uHTS, fluorescence, H9c2 | 230,000 tested, 0.66% active | H9c2 cells, Nile Red lipid (TAG) fluorescence; cells loaded with 200 µM oleic acid | AID 651582, 2012 | inhibition, % at 12.5 µM;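 active = pattern-corrected inhibition of lipid staining of at least 50% with the nuclear-stain viability signal not falling by more than 50%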;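 also: 0% = DMSO wells and 100% = triacsin C control wells; some results filed as inactive read as strong as hits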
TAG inh DAPI viability – recorded beside TAG inh, whose call it bears; DAPI nuclei signal change (viability), lower = more cytotoxic, %;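 whole-well DAPI fluorescence read on a plate reader as a viability signal; minus 50 percent equals half of cells still viable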
The depositor's hits bear a star. An excerpt; count on the stated rates, not on these rows.

SMILES	TAG inh	TAG inh DAPI viability
O=C(CSc1ccc2ccccc2c1)Nc1ncccn1	-0.4	-4.4
Oc1cccc(-c2nc3ccc4ccccc4c3c3c2CCC3)c1	-23.9	8.9
Cn1nccc1NC(=O)Nc1cccc([N+](=O)[O-])c1	2.7	2.4
COc1cccc(-n2c(C)n[nH]c2=O)c1	7.2	-4.2
CCOC(=O)N1CCC(NC(=O)c2cc(C(=O)Nc3ccc(OC)c(OC)c3)ccc2CO)CC1	6.1	-19.2
COc1ccc(CCC(=O)OCC(=O)Nc2sccc2C(N)=O)cc1	5.9	0.7
CC(C)(C)c1ccc(C(=O)Nc2nnc(SCC(=O)NCC3CCCO3)s2)cc1 (stereo not given)	1.1	-4.0
COc1cccc(-c2ncc3ccccc3c2COC(=O)N2CCOCC2)c1	-10.1	3.5
CCC(Oc1ccccc1)C(=O)O/N=C(\N)c1ccc(OC)c(OC)c1 (stereo not given)	-1.5	7.3
CCCCN(C)C(=O)c1nc2ccccn2c1CN1CCN(C/C=C/c2ccccc2)CC1	-10.5	12.6
COc1ccc2cc3cc(C(=O)Nc4cc(OC)c(OC)c(OC)c4)oc3nc2c1	22.1	6.9
Cc1c(C(=O)NCc2ccccc2C(F)(F)F)sc(=O)n1Cc1ccc(Cl)c(Cl)c1	6.1	-5.8
O=S(=O)(NCc1cccnc1)c1ccc(Cl)s1	11.6	1.2
Clc1nc(-c2cccnc2)nc2scc(-c3ccccc3)c12	-3.0	6.3
Cc1ccc(S(=O)(=O)NCCNC(=O)CN2CCCC2)cc1	3.8	-0.4
COc1cccc(-c2nc3ccc([N+](=O)[O-])cc3o2)c1	4.5	-7.7
Cc1ccc(C2C3CN(C(C)C)CC=C3C(C#N)=C(N)C2(C#N)C#N)cc1 (stereo not given)	-40.2	25.4
O=C(NC(Cc1c[nH]c2ccccc12)C(=O)N/N=C/c1cccc2ccccc12)c1cccs1 (stereo not given)	-8.8	1.0
COc1ccc(OC)c(NC(=O)CCNC(=O)N2CC(=O)Nc3ccccc32)c1	22.1	-23.2
O=C(CSc1nnc(-c2ccccc2F)o1)Nc1ccc(N2CCOCC2)cc1	22.2	2.1
O=c1ccccn1CCOc1ccc(Cl)cc1	1.0	2.1
CN(CC1COCCO1)C(=O)c1cc(COc2c(F)cccc2F)on1 (stereo not given)	11.4	3.9
C[C@@H]1CN([C@@H](C)CO)C(=O)CCCn2nncc2CO[C@@H]1CN(C)S(=O)(=O)c1ccc(Oc2ccccc2)cc1	-3.8	5.0
COc1ccc(C(=O)Nc2cccc(C(C)=O)c2)c(OC)c1OC	12.0	-3.3
Cc1c(C(=O)O)sc2nc3n(c(=O)c12)CCCCC3	0.1	18.8
Cc1cc(-c2ccccc2)nc2cc(C(=O)N(Cc3ccccc3)Cc3ccccc3)nn12	2.8	9.5
O=C(CSc1nnc(NC(=O)c2cccc(Br)c2)s1)NCC1CCCO1 (stereo not given)	15.0	0.8
O=C(Nc1ccccc1)OCCOc1cccc(Br)c1	-6.1	-0.3
O=C(COc1ccccc1)NC1CCS(=O)(=O)C1 (stereo not given)	-6.4	11.4
CCOc1cc(/C=N/NC(=O)COc2ccc(Cl)cc2)ccc1OS(=O)(=O)c1ccccc1	-6.3	5.5
COc1ccc(CNC(=O)C/C(C)=N/NC(=O)COc2cccc(C)c2)cc1	-2.8	3.4
CSCC[C@@H](C(=O)NCCCCCCCCCCC(=O)N1CCN(C(=O)OC(C)(C)C)CC1)n1cc(CCO)nn1	1.0	-3.3
COc1[nH]c(/N=C/c2ccccc2)c(C#N)c1C#N	-4.1	-0.5
C/C(=C\c1ccco1)C1C(C#N)=C(N)OC2=C1C(=O)CC(C)(C)C2 (stereo not given)	-27.2	19.8
Cc1ccc(C)c(Cn2cnc3c(oc4ccccc43)c2=O)c1	-4.0	8.2
NC(c1ccccc1)c1csc(NC(=O)NCC2CCCCC2)n1 (stereo not given)	6.5	-1.0
COc1ccc(C(C)(C)C)cc1S(=O)(=O)NCC1CCCO1 (stereo not given)	-10.2	3.5
COCCN(C(=O)Cn1c(C(F)(F)F)nc2ccccc21)c1c(N)n(Cc2ccccc2)c(=O)[nH]c1=O	3.2	4.0
OC(COCc1ccccc1F)CN1CCCCC1 (stereo not given)	11.3	-7.4
COc1ccc(C2CC(c3ccccc3)n3nnnc3N2)cc1 (stereo not given)	14.2	10.9
CC(=O)N1c2ccc(S(=O)(=O)N3CCCC(C(=O)N4CCC(C)CC4)C3)cc2CC1C (stereo not given)	-31.5	9.0
CC(=O)NC1CC2CCCC(C1)N2C(=O)Nc1ccccc1C (stereo not given)	2.0	2.5
O=C(CCN1C(=O)C2C3C=CC(C3)C2C1=O)N1CCN(c2ccc(F)cc2)CC1 (stereo not given)	14.7	1.6
O=C(CSc1ccc(Br)cc1)NCC1CCCO1 (stereo not given)	-5.3	4.9
CC(C)c1ccc(S(=O)(=O)N2CCN(CC(O)CN3CCOCC3)CC2)cc1 (stereo not given)	-1.7	0.6
Cc1nc(NS(=O)(=O)c2ccccc2)sc1NC(=O)Nc1ccccc1	2.9	8.0
Fc1ccc(Oc2nccc(-c3ccc(Cl)cc3)n2)cc1	0.9	-3.8
CC(=O)NC(Cc1cnc[nH]1)C(=O)O (stereo not given)	8.2	7.0
COc1ccccc1N1CCN(C(=O)CCNS(=O)(=O)c2ccc(Br)s2)CC1	-10.1	-7.2
COc1ccc(-c2[nH]ncc2CN2CCC(OCc3cccnc3)CC2)c(F)c1	-0.9	9.8
(next part)
SMILES	TAG inh	TAG inh DAPI viability
Nc1c(-c2ccccc2)cnc2c(-c3ccccc3)cnn12	-1.0	31.7
O=C(Nc1cccc(C(F)(F)F)c1)C1Cc2c(-c3ccc(Cl)cc3)ccnc2O1 (stereo not given)	-32.2	12.8
COc1cccc(CN2CCN(Cc3ccc(C#CC(C)(C)O)s3)CC2CCO)c1 (stereo not given)	-4.1	4.2
COc1ccc(Cl)cc1C(=O)NCCCN1CCOCC1	2.7	-3.6
CCOc1ccc(-c2nnc3sc(COc4ccc(Cl)cc4)nn23)cc1	-20.2	6.6
Cc1ccc(CC2SC(=O)NC2=O)cc1Cl (stereo not given)	3.7	8.1
CC(C)CN(CC(C)C)c1nn[nH]n1	5.1	8.4
COC(=O)CNC(c1ccccc1)c1cc(C)ccc1NC(=O)c1cccc(Cl)c1 (stereo not given)	-64.8	4.1
COc1ccc2ccccc2c1/C=N\NC(=O)c1cccnc1	-1.4	-3.7
O=C(NCc1ccco1)C1CC(c2ccc(F)cc2)=NO1 (stereo not given)	-9.1	2.6
CC(=O)Nc1c2c(nn1-c1cccc(Cl)c1)CS(=O)C2 (stereo not given)	8.8	-2.3
COC(=O)c1oc2ccc(Cl)cc2c1-n1cccc1	-5.0	8.5
Cc1noc(C)c1S(=O)(=O)N(C)C[C@H]1Oc2ccc(NC(=O)CCC(F)(F)F)cc2C(=O)N([C@H](C)CO)C[C@@H]1C	0.8	0.6
CCOCCCNC(=O)C(NC(=O)c1cnccn1)c1ccc(OC)cc1 (stereo not given)	-7.4	-1.2
COc1ccc(N2CCN(CCCNS(=O)(=O)c3ccc4c(c3)oc(=O)n4C)CC2)cc1	16.9	0.4
O=S(=O)(NCc1c(Cl)cccc1Oc1ccccc1)c1ccc(F)cc1	-16.0	-1.3
CCC(C)(C)NC(=O)C(c1ccco1)N(C(=O)CNC(=O)c1cccs1)c1cccnc1 (stereo not given)	2.7	6.8
CCc1ccc(S(=O)(=O)N2CCCC(N3CCN(c4ccc(OC)cc4)CC3)C2)cc1 (stereo not given)	20.0	-1.4
O=C(CCc1nc2sc3c(c2c(=O)[nH]1)CCCC3)Nc1cccc(Cl)c1	0.6	-5.2
OC(CCN1CCOCC1)c1ccccc1 (stereo not given)	17.1	-3.2
O=C(CCc1nc(-c2ccccc2F)no1)NC1CCN(Cc2ccccc2)CC1	-5.4	12.0
Cc1cc(C)c(C)c(S(=O)(=O)Nc2ccc(C(N)=O)cc2)c1C	0.2	-1.0
CC(=O)c1ccc(NC(=O)c2ccc(-n3cnnn3)cc2)cc1	-9.5	3.1
CCN(CC)C(=O)c1cccc(NC(=O)c2ccccc2OCc2c(C)noc2C)c1	-3.9	2.6
Cc1nc(SCC(=O)N(CC(C)C)C2CCS(=O)(=O)C2)c2c(C)c(C)sc2n1 (stereo not given)	-10.7	-1.1
COc1cc(OC)nc(NC(=O)COC(=O)c2cccc(Cl)c2)n1	8.6	-7.8
O=C(COc1ccc(F)cc1)Nc1nnc(S(=O)(=O)N2CCCC2)s1	-3.2	0.6
O=C(NCCCN1CCCC1=O)C1CCCO1 (stereo not given)	-1.8	3.8
O=C(O)C1C2C=CC(C2)C1C(=O)NCc1cccs1 (stereo not given)	-4.3	8.8
COCCNC(=O)C(c1c[nH]c2ccccc12)N(C(=O)c1snc(C(N)=O)c1N)c1cccc(OC)c1 (stereo not given)	-6.1	-9.1
CCOc1ccc(CCNc2nc3ccccc3n3cnnc23)cc1OCC	-0.5	6.5
CCN(CC)C(=O)C1=C(C)N(Cc2ccccc2)C(=O)C(CC(=O)NCCCCc2ccccc2)C1 (stereo not given)	1.8	-12.5
C=C1c2ccccc2NC(=O)N1c1ccc(C)cc1	-27.4	-1.1
CC(C)CCn1nc(C(=O)OC(C)C(=O)NC(N)=O)c2ccccc2c1=O (stereo not given)	-24.2	19.7
C=CCSc1nc2c(c(=O)[nH]c(=O)n2C)n1Cc1ccccc1	1.0	1.9
COc1ccc(OC)c(NC(=O)COC(=O)C2CCC2)c1	-9.0	4.8
CCc1cc2c(SCC(=O)N3CCCC3=O)ncnc2s1	-17.8	-1.3
Cc1cc(C)nc(/N=C(/NC(=O)c2ccccc2)Nc2ccccc2)n1	22.7	-9.2
CC(/C=N/NC(=O)c1cc(C(C)C)[nH]n1)=C\c1ccccc1	-8.9	6.6
COc1ccc(S(=O)(=O)N(CC(=O)N2CCN(c3ccccc3OC)CC2)c2ccccc2)cc1	16.0	1.0
CC(C)C(=O)OC1CCS(=O)(=O)c2sccc21 (stereo not given)	4.9	-3.0
Cc1ccc(S(=O)(=O)CCC(=O)OCC(=O)Nc2cccc(S(=O)(=O)N3CCCCC3)c2)cc1	-9.1	-5.5
CC(=O)Nc1ccc(S(=O)(=O)NC(C(=O)O)C(C)O)cc1 (stereo not given)	12.8	-4.7
CC1CCN(C2(O)C(=O)Nc3ccc([N+](=O)[O-])cc32)CC1 (stereo not given)	-15.0	3.2
CN1CC(=O)N(CC(=O)Nc2ccc(N(C)C)cc2)c2ccccc2C1=O	5.4	-3.6
CC(=O)NC(=S)Nc1ccc(NC(=O)COc2ccc(Cl)cc2)cc1	18.1	-0.7
COc1ccc(C(C)=O)cc1CN1C(=O)C(C)ON=C1c1ncccc1C (stereo not given)	7.6	0.8
Cc1cc(C)n(CCN(C)C(=O)CCc2nnc(-c3ccc4c(c3)OCO4)o2)n1	16.7	-14.1
CCc1ccc(C(=O)NC(C(=O)NCC2CCCO2)C(C)C)cc1 (stereo not given)	2.2	-0.8
CC(C)C(C)NC(=O)CSc1ccc(S(=O)(=O)N2CCOCC2)cn1 (stereo not given)	4.3	3.4
(list continues)
SMILES	TAG inh	TAG inh DAPI viability
CCOC(=O)CSc1nc2ccccc2c(=O)n1CC1CCCO1 (stereo not given)	9.4	-9.3
Cc1ccc(CSCC(=O)N(CCC(C)C)c2c(N)n(Cc3ccccc3)c(=O)[nH]c2=O)cc1	1.0	4.6
O=C(c1cc2ccc([N+](=O)[O-])cc2oc1=O)N1CCOCC1	-6.4	-7.9
CCOC(=O)C1=CN(Cc2ccco2)S(=O)(=O)NC1c1ccc(Br)cc1F (stereo not given)	-2.7	5.6
Cc1cc(=O)oc2cc(OCC(=O)OCC(=O)Nc3ccc(C(C)C)cc3)ccc12	3.3	-1.0
O=C(c1cc(COc2cccc(C(F)(F)F)c2)on1)N1C[C@@H]2CCC[C@H]1C2	-16.2	-2.1

Laid out differently: entries from further up.
COCCN(C(=O)Cn1c(C(F)(F)F)nc2ccccc21)c1c(N)n(Cc2ccccc2)c(=O)[nH]c1=O
  TAG inh: 3.2
  TAG inh DAPI viability: 4.0
OC(COCc1ccccc1F)CN1CCCCC1 (stereo not given)
  TAG inh: 11.3
  TAG inh DAPI viability: -7.4

Of the compounds above, these have a thiophene ring, fused or not:
SMILES	TAG inh	TAG inh DAPI viability
COc1ccc(CCC(=O)OCC(=O)Nc2sccc2C(N)=O)cc1	5.9	0.7
O=S(=O)(NCc1cccnc1)c1ccc(Cl)s1	11.6	1.2
Clc1nc(-c2cccnc2)nc2scc(-c3ccccc3)c12	-3.0	6.3
O=C(NC(Cc1c[nH]c2ccccc12)C(=O)N/N=C/c1cccc2ccccc12)c1cccs1 (stereo not given)	-8.8	1.0
Cc1c(C(=O)O)sc2nc3n(c(=O)c12)CCCCC3	0.1	18.8
COc1ccccc1N1CCN(C(=O)CCNS(=O)(=O)c2ccc(Br)s2)CC1	-10.1	-7.2
COc1cccc(CN2CCN(Cc3ccc(C#CC(C)(C)O)s3)CC2CCO)c1 (stereo not given)	-4.1	4.2
CCC(C)(C)NC(=O)C(c1ccco1)N(C(=O)CNC(=O)c1cccs1)c1cccnc1 (stereo not given)	2.7	6.8
O=C(CCc1nc2sc3c(c2c(=O)[nH]1)CCCC3)Nc1cccc(Cl)c1	0.6	-5.2
Cc1nc(SCC(=O)N(CC(C)C)C2CCS(=O)(=O)C2)c2c(C)c(C)sc2n1 (stereo not given)	-10.7	-1.1
O=C(O)C1C2C=CC(C2)C1C(=O)NCc1cccs1 (stereo not given)	-4.3	8.8
CCc1cc2c(SCC(=O)N3CCCC3=O)ncnc2s1	-17.8	-1.3
CC(C)C(=O)OC1CCS(=O)(=O)c2sccc21 (stereo not given)	4.9	-3.0

Source: PubChem BioAssay
